Screening data: PubChem, several laboratories
AID2073: inhibitors of Mint1-CaV2.2 protein interaction, biochemical, HTRF (AID 2073); Voltage-dependent N-type calcium channel subunit alpha-1B (Homo sapiens); HTRF protein-protein interaction, Mint1-CaV2.2; higher % means a stronger effect; one-dose inhibition, % at 20 µM; IC50 in µM for titrated hits; actives 0.19% (n = 290,000); in the data active means inhibition mostly above about 51%, no sharp cut-off; inconclusive means no clear call, values can overlap the other calls; inactive means mostly below about 53%; further: some results filed as inactive read as strong as hits
Rac1 GTP hydrolysis: MgcRacGAP GTPase-activating activity inhibitors, confirmation, biochemical, ADP Hunter fluorescence | one-dose inhibition, % at 30 µM; IC50 in µM for titrated hits | actives 0.6% (n = 340,000) | Rac GTPase-activating protein 1 (Homo sapiens) | MgcRacGAP-stimulated Rac1 GTP hydrolysis, ADP Hunter fluorescence; higher % means a stronger effect; GST-tagged Rac1 F28L mutant substrate;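 active means first-screen hits whose inhibition reached a set limit at any dose in the follow-up dose series; inconclusive means inhibition above the set first-screen limit but never retested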;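 further: fluorescence reports GDP produced by GAP-driven GTP hydrolysis; strong numbers were not always called active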
XIAP antagonists: XIAP antagonists, biochemical, IAP family, fluorescence polarization (AID 1018); actives 0.007% (n = 200,000); displacement, % at 20 µM, or IC50 in µM where a hit was titrated; E3 ubiquitin-protein ligase XIAP (Homo sapiens); XIAP BIR domain, fluorescence polarization peptide displacement; higher % means a stronger effect; in the data active means displacement above about 50%; further: a part of the inactive calls stands beside numbers as strong as those of hits
HIV fusion peptide: inhibitors of HIV fusion peptide binding, primary screen, biochemical, uHTS, fluorescence dequenching (AID 1986); actives 0.3% (n = 290,000); inhibition, % at 20 µM, or IC50 in µM where a hit was titrated; cell-free peptide binding, fluorescence dequenching, 30 min; higher % means a stronger effect; in the data active means inhibition mostly above about 52%, no sharp cut-off; inactive means mostly below about 76%; further: some results filed as inactive read as strong as hits
LYP phosphatase: inhibitors of LYP phosphatase, biochemical, fluorescence intensity, uHTS (AID 1779) | Tyrosine-protein phosphatase non-receptor type 22 (Homo sapiens) | inhibition, % at 11.5 µM; hits with a dose series show IC50 in µM | actives 0.054% (n = 290,000) | recombinant LYP phosphatase, fluorescence intensity; higher % means a stronger effect; in the data active means inhibition above about 50%;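 further: plate controls were vehicle with enzyme for no effect and no enzyme for full effect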
NS5 inhibitors: Dengue-2 NS5 methyltransferase inhibitors, primary screen, biochemical, confirmation dose response (AID 588689); Genome polyprotein (Dengue virus type 2 (strain 16681-PDK53)); Dengue-2 NS5 methyltransferase capping enzyme assay, biochemical; higher % means a stronger effect; one-dose inhibition, % at 25 µM; IC50 in µM for titrated hits; actives 0.3% (n = 340,000); in the data active means a potency from the dose series; inconclusive means inhibition above about 29% without an active follow-up result
RSV CPE inhibition: RSV antiviral activity via CPE protection, HEp-2 cells, primary 10 µM value included (AID 2391). HEp-2 cells, RSV-induced CPE inhibition; higher % means a stronger effect. one-dose CPE inhibition, % at 10 µM; IC50 in µM for titrated hits. actives 0.13% (n = 310,000); in the data active means a potency from the dose series; inconclusive means CPE inhibition mostly from about 23% at the one dose, without a potency; inactive means the rest, 99 in 100 with CPE inhibition below about 21%; further: strong numbers were not always called active
SV40 large T antigen: SV40 large T antigen inhibitors, biochemical (AID 1903) | SV40 large T antigen ATPase/helicase inhibition assay; higher % means a stronger effect | inhibition, % at 20 µM, or IC50 in µM where a hit was titrated | actives 0.39% (n = 310,000); in the data active means a potency from the dose series; inconclusive means inhibition mostly from about 32% at the one dose, without a potency; inactive means the rest, 99 in 100 with inhibition below about 32%; further: strong numbers were not always called active
SIAH1 antagonists: Siah-1 peptide-binding antagonists, primary screen, biochemical, fluorescence polarization, rhodamine-plectin, uHTS (AID 1817). Siah-1 / rhodamine-plectin peptide fluorescence polarization; higher % means a stronger effect. E3 ubiquitin-protein ligase SIAH1 (Homo sapiens). actives 0.02% (n = 290,000). one-dose displacement, % at 20 µM; IC50 in µM for titrated hits;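 active means displacement of at least 50% at 20 µM, with a fluorescence ratio check between 0.3 and a set limit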;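 further: plate controls were Siah plus tracer with DMSO for no effect and tracer alone without Siah for full effect; strong numbers were not always called active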
NS5 inhibitors pilot replicate: also measured in NS5 inhibitors; calls as there; inhibition, %; measured here: pilot screen replicate inhibition
Starred values were filed as active, the others as inactive; ? = inconclusive; · = no result given.

SMILES	AID2073	Rac1 GTP hydrolysis	XIAP antagonists	HIV fusion peptide	LYP phosphatase	NS5 inhibitors	RSV CPE inhibition	SV40 large T antigen	SIAH1 antagonists	others
O=C(NCc1ccco1)C12CN(Cc3ccccc3)CC1C(c1cccc([N+](=O)[O-])c1)=NO2 (stereo not drawn)	7%	3%	-3.6%	0.7%	-2%	-2%	1.0%	16%	-2%
Cc1ccc2c(C)c(C(=O)N3CCN(c4ccncc4)CC3)oc2c1C	9%	15%	·	0.0%	-9%	1%	24µM*	22%	-4%
C/C(=N/N1CCN(c2ccccn2)CC1)c1cccc([N+](=O)[O-])c1	-19%	13%	-3.7%	1.7%	1%	1%	0.3%	12%	3%
Cc1ccc(NC(=O)C(=O)Nc2ccc(C)cn2)nc1	17%	5%	2.2%	1.6%	-8%	1%	2.8%	3%	3%
CC(C)(C)c1ccc(C(=O)CC(=O)c2cc(Cl)ccc2O)cc1	19%	10%	-1.3%	6.1%	-9%	-1%	18%	24%	1%	NS5 inhibitors pilot replicate=-5.4
Cc1cc(NCCNC2=CC(=O)CCC2)nc2ccccc12	3%	15%	-4.8%	-1.0%	-5%	2%	-0.1%	1%	2%
COc1cc(CCC(=O)OCC(=O)Nc2ccccc2OC(F)F)cc(OC)c1OC	-6%	5%	-4.6%	2.3%	-6%	-4%	-0.5%	25%	7%
O=C(Nc1cc(Cl)ccc1N1CCOCC1)C1=COCCO1	·	7%	·	·	·	-4%	-1.2%	9%	·
FC(F)(F)c1ccc(Cl)c(-n2c(-c3ccco3)n[nH]c2=S)c1	-13%	9%	·	-0.2%	-6%	-3%	1.8%	3%	1%
COc1ccc(-c2ccc(CNCc3ccccn3)o2)cc1Cl	-3%	·	·	0.1%	-10%	·	-0.1%	8%	3%
O=C(NC(Cc1ccccc1)C(=O)O)/C(=C/c1ccco1)NC(=O)c1cccc([N+](=O)[O-])c1 (stereo not drawn)	5%	8%	-6.1%	5.6%	0%	-4%	0.7%	38%	3%
Oc1ccc2oc3c(c2c1)CCCC3	-3%	27%	-3.5%	-0.6%	-5%	9%	7.9%	12%	3%
CC(C)CN1CCN(Cc2ccc(Oc3ncccn3)cc2)CC1CCO (stereo not drawn)	0%	0%	·	-1.1%	-6%	2%	-1.0%	8%	0%
O=C(Cc1c(Cl)cccc1Cl)Nc1cccnc1	-2%	15%	-3.1%	-2.1%	-2%	-4%	0.4%	5%	12%
CCOC(=O)C(C)c1nc2ccccc2[nH]c1=O (stereo not drawn)	28%	7%	-7.4%	-0.4%	3%	-6%	0.3%	7%	-4%
O=C(CN1CCN(c2ccccn2)CC1)Nc1cccc(S(=O)(=O)N2CCCC2)c1	3%	-1%	-2.9%	-1.1%	-1%	-6%	?	7%	-1%
CCC(C)NC(=O)CSc1nnc(-c2ccncc2)n1-c1ccc(OC)cc1 (stereo not drawn)	6%	5%	-0.1%	1.2%	-7%	-3%	1.4%	2%	1%
CC(C)(C)NC(=O)NC(=O)COc1ccc(Br)cc1Br	-4%	1%	-3.9%	1.0%	-3%	0%	9.5%	0%	-3%
COC(=O)c1cc(OC)c(OC)cc1NC(=S)Nc1cccc(C(C)=O)c1	-29%	7%	-4.5%	-0.2%	-3%	2%	-0.2%	13%	-5%
COCCCNC(=O)C1CCCN(S(=O)(=O)c2cccc3nsnc23)C1 (stereo not drawn)	6%	9%	·	-2.4%	-7%	-3%	1.0%	9%	4%
CC(=O)Nc1cc(C(=O)N2CCOCC2)ccc1S(=O)(=O)c1ccc(C)cc1	5%	10%	-3.4%	-1.6%	-6%	5%	0.7%	5%	0%
CCC(C)[C@H](NC(=O)[C@@H]1CSC2c3ccccc3C(=O)N21)C(=O)N1CCCCC1 (stereo partly drawn)	1%	6%	·	2.6%	-10%	9%	0.6%	-9%	4%
O=C(CSc1nnc(NC(=O)c2c(F)cccc2F)s1)NCc1ccco1	·	4%	·	·	·	-4%	0.7%	22%	·
Cc1cccc(NC(=O)C(NS(=O)(=O)c2ccc3c(c2)CCC(=O)N3)c2ccccc2)n1 (stereo not drawn)	-6%	5%	-2.2%	1.9%	-4%	0%	0.6%	2%	2%

Arranged by molar mass (falling): 6 of the compounds above.
SMILES	AID2073	Rac1 GTP hydrolysis	XIAP antagonists	HIV fusion peptide	LYP phosphatase	NS5 inhibitors	RSV CPE inhibition	SV40 large T antigen	SIAH1 antagonists	others
Cc1cccc(NC(=O)C(NS(=O)(=O)c2ccc3c(c2)CCC(=O)N3)c2ccccc2)n1 (stereo not drawn)	-6%	5%	-2.2%	1.9%	-4%	0%	0.6%	2%	2%
O=C(CN1CCN(c2ccccn2)CC1)Nc1cccc(S(=O)(=O)N2CCCC2)c1	3%	-1%	-2.9%	-1.1%	-1%	-6%	?	7%	-1%
CCC(C)[C@H](NC(=O)[C@@H]1CSC2c3ccccc3C(=O)N21)C(=O)N1CCCCC1 (stereo partly drawn)	1%	6%	·	2.6%	-10%	9%	0.6%	-9%	4%
CCC(C)NC(=O)CSc1nnc(-c2ccncc2)n1-c1ccc(OC)cc1 (stereo not drawn)	6%	5%	-0.1%	1.2%	-7%	-3%	1.4%	2%	1%
O=C(Cc1c(Cl)cccc1Cl)Nc1cccnc1	-2%	15%	-3.1%	-2.1%	-2%	-4%	0.4%	5%	12%
CCOC(=O)C(C)c1nc2ccccc2[nH]c1=O (stereo not drawn)	28%	7%	-7.4%	-0.4%	3%	-6%	0.3%	7%	-4%

Next entries:
SMILES	AID2073	Rac1 GTP hydrolysis	XIAP antagonists	HIV fusion peptide	LYP phosphatase	NS5 inhibitors	RSV CPE inhibition	SV40 large T antigen	SIAH1 antagonists	others
CCc1ccc(C(=O)COC(=O)CNC(=O)c2ccc(N3C(=O)c4ccccc4C3=O)cc2)cc1	6%	6%	-2.7%	2.2%	8%	-1%	1.4%	4%	1%	NS5 inhibitors pilot replicate=-4.1
Cc1cccc(N(C(=O)CNC(=O)c2cccs2)C(C(=O)NC2CCCC2)c2cccnc2)c1 (stereo not drawn)	3%	-2%	-3.6%	2.6%	-10%	-5%	1.1%	4%	2%
CCOC(=O)C(CCCCOc1ccc([N+](=O)[O-])cc1)C(=O)OCC	-8%	9%	-5.5%	-1.2%	-6%	1%	1.4%	1%	4%
O=C(NCCCN1CCCC1=O)c1cc2c(s1)CCCCC2	-8%	11%	·	-1.5%	-4%	0%	-0.5%	23%	2%
Cn1ncc(Br)c1C(=O)N1CCc2ccccc21	1%	2%	-1.8%	-0.3%	-3%	-6%	2.8%	6%	-3%
O=C(NCCS(=O)(=O)N1CCN(c2ccccc2F)CC1)c1ccc2c(c1)OCO2	·	1%	·	·	·	9%	-0.7%	9%	·
COc1ccccc1CNC(=O)C(C)NS(=O)(=O)c1ccccc1 (stereo not drawn)	-8%	12%	-3.4%	-1.0%	-2%	-11%	-1.4%	6%	-6%
COc1ccc2cc(CN(CC3COCCO3)S(=O)(=O)c3c(C)cc(C)cc3C)c(=O)[nH]c2c1 (stereo not drawn)	-2%	·	-4.6%	4.0%	0%	·	·	9%	1%
COc1ccc(C(=O)Nc2cc(C)nn2-c2ccc(F)cc2)cc1	8%	3%	·	1.5%	-10%	-2%	1.2%	4%	0%
O=C(NC1CCCCC1)N1CCN(c2nc(-c3ccccc3)cs2)CC1	-37%	11%	0.5%	-1.3%	-1%	-2%	0.3%	15%	-2%
O=C(Nc1ccccc1)Nc1ccccc1Br	10%	1%	-5.3%	1.2%	0%	-9%	?	12%	2%
COc1ccc(/C=C/C(=O)NC(=S)N2CCCC(C(N)=O)C2)cc1 (stereo not drawn)	-23%	9%	·	-1.9%	-4%	-5%	1.7%	11%	0%
COc1cccc(C(=O)NCCS(=O)(=O)NCCc2ccccc2)c1	·	8%	·	·	·	-8%	-1.5%	5%	·
Cc1noc2nc(-c3cccs3)cc(-c3nnc4n3CCCCC4)c12	13%	·	-2.3%	1.8%	-25%	·	·	·	-4%
Cc1ccc(CN2CCN(Cc3cnc(N(C)C)s3)CC2CCO)o1 (stereo not drawn)	-8%	10%	-1.9%	0.4%	-4%	7%	0.0%	20%	12%
CCN1C(=O)C2C(c3ccccc3F)NC(Cc3ccc(O)cc3)(C(=O)OC)C2C1=O (stereo not drawn)	6%	6%	-5.4%	3.9%	-3%	-6%	0.7%	12%	0%
CC(C)CC(NC(=O)CNC(=O)C1O[C@@H]2OC(C)(C)O[C@@H]2[C@H]2OC(C)(C)O[C@@H]12)C(=O)O (stereo partly drawn)	-13%	6%	3.5%	0.5%	-5%	4%	1.2%	6%	-1%
O=C(Nc1ccccc1O)c1ccccc1O	6%	9%	0.9%	-3.5%	-2%	-2%	5.9%	17%	-1%
CN(CC(=O)Nc1ccc(F)cc1)C(=O)COC(=O)COc1ccc(C#N)cc1	·	12%	·	·	·	-8%	-2.2%	3%	·
CCCCC(=O)Nc1ccccc1C(=O)N1CCOCC1	16%	3%	-1.6%	0.3%	-6%	-5%	1.9%	8%	11%	NS5 inhibitors pilot replicate=-5.8
CN(C(=O)COC(=O)c1cc(S(=O)(=O)N2CCOCC2)c(Cl)cc1Cl)C1CCS(=O)(=O)C1 (stereo not drawn)	-4%	2%	-1.9%	-0.4%	-10%	-1%	-1.5%	-3%	2%
CC(=O)N1c2ccc(S(=O)(=O)NCCC(=O)Nc3ccc(C)c(Cl)c3)cc2CC1C (stereo not drawn)	0%	-2%	·	0.3%	-10%	-1%	2.1%	18%	-4%
COC(=O)C1CCCCN1C(=O)c1cccc(OC2CCN(C(=O)C3CC3)CC2)c1 (stereo not drawn)	2%	6%	·	1.5%	-8%	-3%	1.5%	8%	6%
Cc1cc(F)ccc1NC(=O)C1CCN(S(=O)(=O)c2ccc3c(c2)CCCC(=O)N3)CC1	5%	11%	·	1.2%	-12%	-4%	5.5%	1%	-7%
Cc1ccc(C(=O)CSc2nc3c([nH]2)c(=O)n(C)c(=O)n3C)cc1	-3%	1%	-4.2%	2.8%	-5%	9%	1.7%	13%	6%
CC(C)(C)c1nnc(NC(=O)Cc2ccccc2[N+](=O)[O-])s1	-33%	5%	-3.7%	-1.7%	-4%	-1%	2.2%	6%	5%
COC(=O)C1CCN(c2cnccn2)CC1	-5%	6%	-9.1%	-0.3%	-7%	5%	1.7%	-2%	12%
O=S(=O)(NCc1cccc(C(F)(F)F)c1)NCc1ccccc1F	26%	9%	-11%	-1.6%	6%	-7%	0.7%	6%	0%
COc1ccc(/C=C/c2nc3ccccc3c(=O)n2-c2cccc(C(=O)O)c2)cc1	14%	7%	·	0.1%	-1%	-7%	1.9%	13%	-5%
COc1cc(C(C(=O)NC2CCCCC2)N(Cc2ccco2)C(=O)c2cnccn2)cc(OC)c1OC (stereo not drawn)	5%	4%	1.3%	1.4%	-6%	0%	0.0%	-6%	0%
Cc1ccc2[nH]c3c(c2c1)CN(C(=O)CN1CCN(C(=O)c2ccco2)CC1)CC3	-5%	·	·	1.2%	-6%	·	-1.5%	1%	-2%
